# All columns: NCI-60 one-dose screen, growth in % after 48 h at 10 µM unless noted; 100 = growth as untreated, 0 = no growth, -100 = all killed.
# UACC-62: UACC-62 melanoma; AID 1794756; hit rate 5.4% among 81,000
# MDA-MB-435: MDA-MB-435 melanoma; hit rate 7.8% among 82,000
# SK-MEL-5: SK-MEL-5 melanoma. hit rate 6.4% among 80,000. AID 1794755
# SK-MEL-28: SK-MEL-28 melanoma | hit rate 4.1% among 81,000 | AID 1794761
# UACC-257: UACC-257 melanoma | hit rate 4.4% among 78,000 | AID 1794764
# M14: M14 melanoma | hit rate 6.2% among 80,000
# MALME-3M: MALME-3M melanoma; hit rate 5.8% among 78,000; AID 1794766
# SK-MEL-2: SK-MEL-2 melanoma | hit rate 4.7% among 77,000
# * hit, by the source's call; / = no result given; & = joins results of further samples. The calls were made as follows: active = growth percent below 10; inactive = the rest.
Compound | UACC-62 | MDA-MB-435 | SK-MEL-5 | SK-MEL-28 | UACC-257 | M14 | MALME-3M | SK-MEL-2
COc1cccc(C2CC(=O)N(c3ccc(F)cc3)C3=C2C(=O)OC3)c1 (centres undefined) | 105 | 105 | / | 99 | 108 | 123 | 104 | 103
COc1ccc(C(=O)CSc2nc3c(c(Nc4ccc(S(N)(=O)=O)cc4)n2)CCC3)cc1 | 81 | 103 | 91 | 98 | 101 | 109 | 99 | /
COc1ccc(C2c3ccc4ccccc4c3Oc3nc(C)[nH]c(=O)c32)cc1 (centres undefined) | 95 | 42 | 101 | 99 | 111 | 96 | 97 | 112
CCCCCCCC/C=C\CCCCCCCCCCCCOc1cccc(CCOP(=O)(O)OCC[N+](C)(C)C)c1 | 90 | 102 | 105 | 104 | 98 | 105 | 103 | 111
O=C(Nc1ccc(Cl)cc1)Nc1nc2ccc(OC(F)(F)F)cc2o1 | 83 | 112 | 91 | 108 | 114 | / | 128 | 131
O=[N+]([O-])c1cccc(N=Nc2ccc(O)cc2O)c1 | / | 87 | 74 | 99 | 73 | 97 | 66 | 80
CCOC(=O)C/C(=N\Nc1cc(=O)[nH]c2ccc(Br)cc12)C(=O)OCC | 91 | 101 | 95 | 107 | 111 | 97 | 90 | 103
COc1cc(/C=C/C(=O)c2cc(OC)c(OC)c(OC)c2)ccc1Oc1nc(Nc2ccc(F)cc2)nc(N(C)C)n1 | -81* | -62* | -76* | -72* | -30* | -28* | -40* | -49*
CCCCC(=O)O[C@H]1CC[C@H]2[C@@H]3CCc4cc(O)ccc4[C@H]3CC[C@]12C | 73 | 76 | 87 | 103 | 87 | 96 | 105 | 95
CC1CN(Cc2ccccc2)C(=S)N(c2ccccc2)C1=O (centres undefined) | 111 | 108 | 104 | 139 | 137 | 107 | 106 | 121
N#Cc1nn(-c2ccc(Cl)cc2)nc1N1CCOCC1 | 87 | 105 | 101 | 106 | 106 | 107 | 120 | 112
O=C(c1ccccc1)c1ccc2nc(-c3cccc(Cl)c3)[nH]c2c1 | 98 | 106 | 100 | 104 | 100 | 108 | 111 | 106
CC(C)CCN(CCCNc1c2c(nc3ccccc13)CCCC2)CCC(C)C | 97 | 89 | 83 | 86 | 94 | 36 | 85 | 109
FC(F)(F)c1cccc(COCCN2CCN(Cc3cccc(C(F)(F)F)c3)CC2)c1 | 82 | 106 | 87 | 94 | 77 | 96 | 95 | 86
CCOC(=O)c1ccc(N2C(=O)CC(n3c(O)c(C=Nc4cccnc4)sc3=S)C2=O)cc1 (centres undefined) | 99 | 103 | 103 | 115 | 100 | 106 | 100 | 107
COc1ccc(C2C3=C(CC(C)(C)CC3=O)N(CCc3ccc(S(N)(=O)=O)cc3)C3=C2C(=O)CC(C)(C)C3)cc1 | 91 | 98 | 95 | 100 | 98 | 98 | 98 | /
O=C1c2ccccc2C(=O)N1Cc1c(Cl)cccc1[N+](=O)[O-] | 106 | 95 | 107 | 110 | 95 | 104 | 94 | 110
CCOc1ccc(/C=C/c2nc(=O)c3ccccc3o2)cc1 | 81 | 109 | 75 | 112 | 122 | 88 | 92 | 94
O=C1NCC(=O)N(Cc2ccco2)[C@H]1Cc1ccccc1 | 97 | 104 | 102 | 107 | 87 | 98 | 110 | /
N#Cc1c(-c2cccnc2)cc(-c2c[nH]c3ccccc23)[nH]c1=O | 87 | 103 | 98 | 107 | 104 | 107 | 91 | 123
OCC1OC(n2cnc3c(N/N=C\c4ccccn4)ncnc32)C(O)C1O (centres undefined) | 22 | 24 | -10* | 38 | 38 | 8.8* | -15* | 58
CC1(C)N=C(N)N=C(N)N1c1ccc(Cl)c(Cl)c1 | 27 | 27 | 25 | 79 | 56 | / | 68 | 65
Clc1ccc(C=C2c3ccccc3-c3ccccc32)cc1 | 105 | 92 | 108 | 117 | 103 | 105 | 92 | 123
COc1cc2cc(Oc3ccc(NC(=O)c4cccc(C(F)(F)F)c4)cc3)c(C)nc2cc1OC | 29 | 25 | 2.8* | 71 | 45 | 16 | 48 | 39
Cc1cc2nc(-c3ccccn3)n3c(=O)cc(C)n3c2cc1C | 104 | 85 | 98 | 98 | 92 | 120 | 105 | 114
CC1(C)NC(=O)CC[C@]2(C)[C@H]3CC=C4[C@@H]5C[C@](C)(CO)CC[C@]5(C)CC[C@@]4(C)[C@]3(C)CC[C@@H]12 | 102 | 106 | 100 | 113 | 114 | 104 | 109 | 102
O=C1CC(c2ccsc2)c2snc(-c3ccc(Cl)cc3)c2N1 (centres undefined) | 31 | -21* | 18 | 45 | 50 | 14 | 38 | 27
COc1ccccc1[C@H]1C(C(=O)c2ccc(O)cc2)C2(N[C@@H]1c1ccccc1)C(=O)Nc1ccccc12 (some centres undefined) | 56 | 76 | 69 | 102 | 84 | 102 | 94 | 95
CCC1S/C(=N\N=C(/C)c2cccs2)N(c2ccccc2)C1=O (centres undefined) | 117 | 117 | 84 | 118 | 97 | 141 | 181 | 141
CCC1(c2ccc(Cl)cc2)NC(=O)NC1=O (centres undefined) | 95 | 110 | 101 | 111 | 75 | 112 | 111 | 95

# Overlap with the part before: 3 entries; new compounds follow.
Compound | UACC-62 | MDA-MB-435 | SK-MEL-5 | SK-MEL-28 | UACC-257 | M14 | MALME-3M | SK-MEL-2
COc1ccccc1[C@H]1C(C(=O)c2ccc(O)cc2)C2(N[C@@H]1c1ccccc1)C(=O)Nc1ccccc12 (some centres undefined) | 56 | 76 | 69 | 102 | 84 | 102 | 94 | 95
CCC1S/C(=N\N=C(/C)c2cccs2)N(c2ccccc2)C1=O (centres undefined) | 117 | 117 | 84 | 118 | 97 | 141 | 181 | 141
CCC1(c2ccc(Cl)cc2)NC(=O)NC1=O (centres undefined) | 95 | 110 | 101 | 111 | 75 | 112 | 111 | 95
C/C(=N/NC(=O)c1ccncc1)c1ccc(Cl)c(Cl)c1 | 122 | 105 | 97 | 117 | 95 | 107 | 135 | 110
O=C(c1ccccc1)C(c1ccccc1)c1ccccc1 | 96 | / | / | 111 | 114 | 117 | / | 129
O=C(Cn1cc(-c2ccccc2)nn1)Nc1ccc2c(ccn2Cc2ccccc2)c1 | 89 | 106 | 101 | 111 | 108 | 102 | 110 | 106
Cc1cc2c(cc1C)C(=O)C(=O)N2 | 105 | 107 | 112 | 117 | 105 | 99 | 106 | 97
Cc1ccc(C)c2c1C(O)(C#Cc1ccccc1)c1ccccc1C2(O)C#Cc1ccccc1 (centres undefined) | 53 | 48 | 37 | 80 | 63 | 59 | 39 | 16
COc1cc(-c2ccc3ncnc(NC(C)c4ccccc4)c3c2)cnc1OC (centres undefined) | 63 | 70 | 74 | 61 | 79 | 68 | 56 | 47
COc1cccc(/C=C2/C[C@]3(C)[C@H]4CC[C@@H]5[C@@H](/C(C)=C\CC=C(C)C)CC[C@@]5(C)[C@]4(C)CC[C@H]3C(C)(C)C2=O)c1 | 92 | 106 | 99 | 98 | 94 | 94 | / | 95
COc1ccc2oc(=O)cc(-c3nc(-c4ccccc4)c(-c4ccccc4)n3S(=O)(=O)c3ccc(C)cc3)c2c1 | 67 | 97 | 79 | 96 | 107 | 93 | 115 | /
Cc1ccc(NCC(=O)Nc2ncc(Cc3ccc(Cl)cc3Cl)s2)cc1C | 85 | 98 | 100 | 110 | 69 | 108 | 104 | 98
C/C(=N\NC(=O)Cn1c(-c2ccc(S(C)(=O)=O)cc2)nc2cc(Cl)ccc21)c1ccccc1 | 81 | 83 | 87 | 96 | 79 | 77 | 96 | 90
COc1cc2c(cc1OC)C(=O)OC2 | 98 | 103 | 99 | 147 | 13 | 119 | 124 | /
COc1cc(/C=C/c2cc(/C=C/c3ccc(O)c(OC)c3)nc(N)n2)ccc1O | -58* | -8.1* | -18* | 9.5* | -1.9* | -26* | -29* | -21*
O=C(O)Cn1c(O)c(C2=c3cc(-c4ccccc4)ccc3=NC2=O)sc1=O | 97 | 97 | 99 | 108 | 104 | 94 | 98 | 106
Cc1nn(-c2ccccc2)c2nc(CN3CCN(c4cc5c(cc4F)c(=O)c(C(=O)O)cn5C4CC4)CC3)[nH]c(=O)c12 | 49 | 67 | 69 | 45 | 83 | 61 | 94 | 78
O=C1NCCN1/N=C/c1c(Cl)n(Cc2ccc(Cl)cc2)c2ccccc12 | 54 | 86 | 68 | 112 | 65 | 114 | 150 | 92

# For reference, part of the list above.
Compound | UACC-62 | MDA-MB-435 | SK-MEL-5 | SK-MEL-28 | UACC-257 | M14 | MALME-3M | SK-MEL-2
COc1cc2c(cc1OC)C(=O)OC2 | 98 | 103 | 99 | 147 | 13 | 119 | 124 | /
COc1cc(/C=C/c2cc(/C=C/c3ccc(O)c(OC)c3)nc(N)n2)ccc1O | -58* | -8.1* | -18* | 9.5* | -1.9* | -26* | -29* | -21*
O=C(O)Cn1c(O)c(C2=c3cc(-c4ccccc4)ccc3=NC2=O)sc1=O | 97 | 97 | 99 | 108 | 104 | 94 | 98 | 106
Cc1nn(-c2ccccc2)c2nc(CN3CCN(c4cc5c(cc4F)c(=O)c(C(=O)O)cn5C4CC4)CC3)[nH]c(=O)c12 | 49 | 67 | 69 | 45 | 83 | 61 | 94 | 78
O=C1NCCN1/N=C/c1c(Cl)n(Cc2ccc(Cl)cc2)c2ccccc12 | 54 | 86 | 68 | 112 | 65 | 114 | 150 | 92

# Later entries:
Compound	UACC-62	MDA-MB-435	SK-MEL-5	SK-MEL-28	UACC-257	M14	MALME-3M	SK-MEL-2
COC(c1ccccc1)(c1ccccc1)N(C)C	/	102	104	114	101	94	/	110
CCOC(=O)c1cocc1C(=O)O	116	106	104	104	103	103	106	105
O=C(NNC(=O)c1ccncc1)Nc1ccc(Br)cc1	102	107	110	122	106	103	156	99
CN(C)CCOC(=O)Nc1ccccc1C(F)(F)F	98	110	100	117	101	108	103	102
CC1([N+](=O)[O-])COC2(CCCCC2)OC1	98&108	111&108	101	123&119	102&114	115&110	127&114	119
O=C(/C=C/c1cccc(C(F)(F)F)c1)Nc1cccc(C(F)(F)F)c1	85	49	89	65	87	57	85	77
CN(C)c1ccc(C(c2ccc(N(C)C)cc2)c2ccc(N(C)C)cc2)cc1	88	102	103	106	105	96	93	114
COc1ccc(C(=O)c2ccccc2O)c(O)c1	95&104	99&102	95&110	108&120	108&120	102&99	106&109	124&107
Cc1c(-c2ccc(O)cc2)n(Cc2ccc(OCCN3CCCCCC3)cc2)c2ccc(O)cc12	98	80	57	93	82	64	69	106
O=P(O)(O)Cc1c(Cl)c(Cl)c(CP(=O)(O)O)c(Cl)c1Cl	103	120	110	110	99	112	129	103
CCSCN1CCN(C)CC1	93	109	/	107	106	116	112	114
Ic1sc(I)c(I)c1I	94	106	92	107	90	90	166	90
CCOc1ccc(C(O)C2=CC(=O)c3ccccc3C2=O)cc1OCC (centres undefined)	106	/	84	112	109	101	107	113
COC(=O)[C@@H]1CC[C@H](C)c2ccc(C)nc2C1	95	108	101	108	99	106	110	106
O=C(/C=C/c1ccc([N+](=O)[O-])cc1)c1cccc(Nc2nc(Nc3ccccc3)nc(Nc3ccccc3)n2)c1	83	92	63	88	99	74	87	38
Nc1nc(Nc2ccccc2Cl)c2c(n1)-c1ccoc1CC2	87	86	96	95	96	104	127	91
CC(=O)NC1CCC(NC(=O)C2CCC3NOC(C4CCCCC4)C3C2)CC1 (centres undefined)	96	103	99	111	110	108	107	114
O=C(Nc1ccc(-c2cccc(Oc3ccc4nnc(Cl)n4n3)c2)cc1)C1CC1	72	96	84	109	98	96	113	87
CC(=O)OC[C@]12CC[C@@H](C(=O)N3CCNCC3)[C@@H]1[C@H]1CC[C@@H]3[C@@]4(C)CC[C@H](OC(C)=O)C(C)(C)[C@@H]4CC[C@@]3(C)[C@]1(C)CC2	91	91	90	96	97	102	86	102
CCn1c2ccc(/C=N\N=C(N)N)cc2c2cc(/C=N/N=C(N)N)ccc21	74	31	51	78	101	66	81	105
CC(=O)[C@@H]1CC[C@]2(C(N)=O)CC[C@]3(C)[C@H](CC[C@@H]4[C@@]5(C)CCC(=O)C(C)(C)[C@@H]5CC[C@]43C)[C@@H]12	84	100	101	100	94	93	112	100
S=C(S)OCCSc1nnc(SCCOC(=S)S)s1	84	109	103	105	88	104	103	102
COC(=O)/C=C(\C)Nc1ccc(Cc2ccc(N/C(C)=C/C(=O)OC)cc2)cc1	104	113	102	103	98	104	104	105
Nc1nc(-c2cccc(Cl)c2)nn1-c1nc2ccccc2s1	94	102	94	100	120	91	94	106
CCN(CC)c1ccc(N=Nc2ccc(C)cc2)cc1	/	103	107	109	/	97	84	102
N#Cc1ncc(-c2ccc(C(F)(F)F)cc2)c(N2CCC3(CC2)OCCO3)n1	103	102	101	111	99	104	110	/
C=C1CC[C@H](C(C)C)[C@@H]2[C@H]1[C@H]1C[C@](C)(O)[C@@H](OCC)CC[C@@](C)(O)[C@@H]2O1	80	90	105	106	78	93	95	84
CC1(C)C(C(N)=O)C(=O)NC(=O)C1C(N)=O (centres undefined)	106	104	102	112	100	102	111	/
O=[N+]([O-])c1ccc(CCCl)cc1	98	101	108	112	90	97	94	97
CCOC(=O)c1[nH]c(=S)nc(-c2ccc(F)cc2)c1C(=O)c1ccc(Br)cc1	92	102	100	104	108	100	108	117

# Only UACC-257 and M14, for some of the entries so far:
SMILES | UACC-257 | M14
Cc1c(-c2ccc(O)cc2)n(Cc2ccc(OCCN3CCCCCC3)cc2)c2ccc(O)cc12 | 82 | 64
O=[N+]([O-])c1ccc(CCCl)cc1 | 90 | 97
COc1cccc(C2CC(=O)N(c3ccc(F)cc3)C3=C2C(=O)OC3)c1 (centres undefined) | 108 | 123
O=C(Nc1ccc(Cl)cc1)Nc1nc2ccc(OC(F)(F)F)cc2o1 | 114 | /
Nc1nc(-c2cccc(Cl)c2)nn1-c1nc2ccccc2s1 | 120 | 91
CCCCC(=O)O[C@H]1CC[C@H]2[C@@H]3CCc4cc(O)ccc4[C@H]3CC[C@]12C | 87 | 96
COc1ccc(C2c3ccc4ccccc4c3Oc3nc(C)[nH]c(=O)c32)cc1 (centres undefined) | 111 | 96

# High-throughput results (PubChem)
